Assay outcomes from PubChem BioAssay.
All columns: NCI-60 one-dose screen, growth in % after 48 h at 10 µM unless noted; 100 = growth as untreated, 0 = no growth, -100 = all killed.
RXF 393: RXF 393 renal cancer cells; AID 1794773; 6.9% of 77,000 active
ACHN: ACHN renal cancer. 4.9% of 81,000 active. AID 1794771
OVCAR-5: OVCAR-5 ovarian cancer; 2.9% of 82,000 active
TK-10: TK-10 renal cancer cells. 3.9% of 81,000 active. AID 1794769
A498: A498 renal cancer cells; 5.4% of 76,000 active; AID 1794774
OVCAR-8: OVCAR-8 ovarian cancer. AID 1794782. 4.4% of 81,000 active
OVCAR-3: OVCAR-3 ovarian cancer | 7% of 79,000 active
CAKI-1: CAKI-1 renal cancer; 4.7% of 75,000 active
Numbers without * were called inactive; / = no result given; & = joins results of further samples. How the source made its calls: active means growth percent below 10; inactive means the rest.

#1 O=C(Nc1ccc(OCc2ccc(C(F)(F)F)cc2)cc1)c1ccc2nc(NS(=O)(=O)c3ccc4ccccc4c3)sc2c1
#2 O=C(Nc1ccc([N+](=O)[O-])cc1)Nc1ccc([N+](=O)[O-])cc1
#3 OCC(O)CN1CCN(c2ccccc2)CC1 (stereo not given)
#4 Cc1oncc1C(=O)Nc1ccc(C(F)(F)F)cc1
#5 Cc1cc(-c2cc(O)ccc2Cl)cc2nnc(Nc3ccc(OCCN4CCCC4)cc3)nc12
#6 C=CC(=O)Nc1cc2c(Nc3ccc(F)c(Cl)c3)ncnc2cc1OCCCN1CCOCC1

screen / no. | 1 | 2 | 3 | 4 | 5 | 6
A498 | 68 | 99 | 108 | 69 | -69* | -29*
TK-10 | 97 | 104 | 107 | 87 | -82* | -6.0*
OVCAR-8 | 88 | 98 | 98 | 94 | -64* | -18*
OVCAR-3 | 94 | 81 | 119 | 105 | -80* | 15
RXF 393 | / | 122 | 122 | 101 | -73* | -53*
CAKI-1 | 79 | 97 | 92 | 84 | -83* | -6.0*
OVCAR-5 | 112 | 105 | / | 90 | -83* | 36
ACHN | 99 | 107 | / | 100 | -93* | 2.8*

#7 CC(/C=C/c1ccc(Cl)cc1)=N\OCC(N)=O
#8 Cc1nc(Nc2n[nH]c3c2CN(C(=O)N[C@H](CN(C)C)c2ccccc2)C3(C)C)c2sccc2n1
#9 C#C[C@]1(OC(C)=O)CCC2C3CCC4=C/C(=N/O)CCC4C3CC[C@@]21CC (stereo not given in full)
#10 NC(=O)NC(=O)Cc1ccccc1
#11 CN(C)CCC[C@@]1(c2ccc(F)cc2)OCc2cc(C#N)ccc21
#12 COC(=O)Nc1nc2ccc(S(=O)c3ccccc3)cc2[nH]1 (stereo not given)

screen / no. | 7 | 8 | 9 | 10 | 11 | 12
A498 | 91 | -73* | 128 | 104 | 93 | 57
TK-10 | 108 | -30* | 104 | 101 | 108 | 93
OVCAR-8 | 80 | -26* | 95 | 105 | 98 | 80
OVCAR-3 | 107 | 8.3* | 70 | 116 | 102 | 58
RXF 393 | 101 | -77* | 113 | 129 | 117 | 107
CAKI-1 | 73 | -5.9* | 91 | 102 | 95 | 63
OVCAR-5 | 101 | -2.6* | 114 | / | 90 | 93
ACHN | 83 | 3.7* | 102 | 99 | 96 | 86

#13 O=C1NC(=O)C(c2cnc3ccccn23)=C1c1cn2c3c(cc(F)cc13)CN(C(=O)N1CCCCC1)CC2
#14 O=C(Nc1cccc(Br)c1)Nc1ccc2nc(NS(=O)(=O)c3ccc4ccccc4c3)sc2c1
#15 CN1CCN(c2cc3c(cc2F)c(=O)c(C(=O)O)cn3-c2ccc(F)cc2)CC1
#16 Cn1cc(C(=O)c2nc(-c3cn(C)c4ccccc34)no2)c2ccccc21
#17 COC(=O)Nc1nc2ccc(C(=O)C3CC3)cc2[nH]1
#18 Nc1cc(=O)[nH]c(N)n1

screen / no. | 13 | 14 | 15 | 16 | 17 | 18
A498 | -11* | 112 | 87 | 108 | 6.5* | 87
TK-10 | 56 | 107 | 103 | 107 | 36 | 92
OVCAR-8 | 20 | 100 | 97 | 102 | 8.3* | 103
OVCAR-3 | 53 | 96 | 102 | 91 | -62* | 114
RXF 393 | 17 | 103 | 116 | 120 | 4.3* | 90
CAKI-1 | 44 | 96 | 95 | 100 | 27 | 91
OVCAR-5 | 102 | 100 | 106 | 108 | 49 | 96
ACHN | 40 | 95 | 95 | 108 | 37 | 99

#19 C#CC(=O)N(c1ccc(OC)cc1OC)C(C(=O)NCC(=O)OCC)c1cccs1 (stereo not given)
#20 O=C(O)/C=C\c1ccc(O)cc1
#21 CC(/C=C/c1ccccc1)=N\OC(C)C(=O)NC(C)C (stereo not given)
#22 Cn1cnc2c(F)c(Nc3ccc(Br)cc3F)c(C(=O)NOCCO)cc21
#23 [2H]c1nc(Nc2ncc3cc(C(=O)N(C)C)n(C4CCCC4)c3n2)c([2H])c([2H])c1N1C([2H])([2H])C([2H])([2H])NC([2H])([2H])C1([2H])[2H]
#24 CS(=O)(=O)N1CCc2c(-c3cnc(N)nc3)nc(N3CCOCC3)nc21

screen / no. | 19 | 20 | 21 | 22 | 23 | 24
A498 | 57 | 87 | 83 | -28* | 77 | -50*
TK-10 | 105 | 111 | 93 | 51 | 37 | -21*
OVCAR-8 | 47 | 103 | 106 | 66 | 74 | 6.3*
OVCAR-3 | -59* | 97 | 106 | 106 | 97 | 9.6*
RXF 393 | 56 | 105 | 104 | 20 | 63 | -36*
CAKI-1 | -84* | 102 | 108 | 46 | / | -8.1*
OVCAR-5 | 2.1* | 104 | 103 | 9.6* | 40 | 4.8*
ACHN | -90* | 107 | 111 | 58 | 47 | 0.4*

Rewritten as a markdown table: part of the list above
| No. | SMILES | A498 | TK-10 | OVCAR-8 | OVCAR-3 | RXF 393 | CAKI-1 | OVCAR-5 | ACHN |
| --- | --- | --- | --- | --- | --- | --- | --- | --- | --- |
| 10 | NC(=O)NC(=O)Cc1ccccc1 | 104 | 101 | 105 | 116 | 129 | 102 | / | 99 |
| 11 | CN(C)CCC[C@@]1(c2ccc(F)cc2)OCc2cc(C#N)ccc21 | 93 | 108 | 98 | 102 | 117 | 95 | 90 | 96 |
| 12 | COC(=O)Nc1nc2ccc(S(=O)c3ccccc3)cc2[nH]1 (stereo not given) | 57 | 93 | 80 | 58 | 107 | 63 | 93 | 86 |
| 13 | O=C1NC(=O)C(c2cnc3ccccn23)=C1c1cn2c3c(cc(F)cc13)CN(C(=O)N1CCCCC1)CC2 | -11* | 56 | 20 | 53 | 17 | 44 | 102 | 40 |
| 14 | O=C(Nc1cccc(Br)c1)Nc1ccc2nc(NS(=O)(=O)c3ccc4ccccc4c3)sc2c1 | 112 | 107 | 100 | 96 | 103 | 96 | 100 | 95 |
| 15 | CN1CCN(c2cc3c(cc2F)c(=O)c(C(=O)O)cn3-c2ccc(F)cc2)CC1 | 87 | 103 | 97 | 102 | 116 | 95 | 106 | 95 |
| 16 | Cn1cc(C(=O)c2nc(-c3cn(C)c4ccccc34)no2)c2ccccc21 | 108 | 107 | 102 | 91 | 120 | 100 | 108 | 108 |
| 17 | COC(=O)Nc1nc2ccc(C(=O)C3CC3)cc2[nH]1 | 6.5* | 36 | 8.3* | -62* | 4.3* | 27 | 49 | 37 |
| 18 | Nc1cc(=O)[nH]c(N)n1 | 87 | 92 | 103 | 114 | 90 | 91 | 96 | 99 |
| 19 | C#CC(=O)N(c1ccc(OC)cc1OC)C(C(=O)NCC(=O)OCC)c1cccs1 (stereo not given) | 57 | 105 | 47 | -59* | 56 | -84* | 2.1* | -90* |
| 20 | O=C(O)/C=C\c1ccc(O)cc1 | 87 | 111 | 103 | 97 | 105 | 102 | 104 | 107 |
| 21 | CC(/C=C/c1ccccc1)=N\OC(C)C(=O)NC(C)C (stereo not given) | 83 | 93 | 106 | 106 | 104 | 108 | 103 | 111 |

Going on with the list:
#25 c1ccc(CNCCNCc2ccccc2)cc1
#26 O=c1[nH]ccc2cc(OC3CCNCC3)ccc12
#27 CCN(CC)S(=O)(=O)c1ccc(C(=O)O)cc1
#28 COc1ccc(F)c(F)c1C(=O)c1cnc(NC2CCN(S(C)(=O)=O)CC2)nc1N
#29 C[C@H]1c2cccc(O)c2C(O)=C2C(=O)[C@]3(O)C(O)=C(C(N)=O)C(=O)[C@@H](N(C)C)[C@@H]3[C@@H](O)[C@@H]21
#30 CCCN(CCC)C(=O)C(CCC(=O)O)NC(=O)c1ccccc1 (stereo not given)

screen / no. | 25 | 26 | 27 | 28 | 29 | 30
A498 | 97 | 73 | 76 | -53* | 60 | 97
TK-10 | 119 | 60 | 116 | -7.3* | / | 101
OVCAR-8 | 124 | 86 | 106 | 7.4* | 34 | 107
OVCAR-3 | 121 | 96 | 112 | 13 | 49 | 118
RXF 393 | 104 | 78 | 110 | -62* | 58 | 103
CAKI-1 | 99 | 57 | 103 | 13 | 14 | 96
OVCAR-5 | 102 | 91 | 90 | 13 | 78 | /
ACHN | 100 | 89 | 100 | 5.9* | 27 | /

#31 COc1ccc(C2CC(c3ccc(N(C)C)cc3)=NN2c2ccc(S(=O)(=O)NC(=O)NCc3ccccc3)cc2)cc1 (stereo not given)
#32 Cc1ccc(COc2ccc(NC(=O)c3ccc4nc(NS(=O)(=O)c5ccc6ccccc6c5)sc4c3)cc2)cc1
#33 Cc1cc(O)c2c(c1)C(=O)c1cccc(O)c1C2=O
#34 Nc1ccc(S(=O)(=O)NCc2ccccc2)cc1
#35 Cc1ccc([C@@H]2C[C@@H]3Cc4ccc5ccccc5c4N2O3)o1
#36 CN1C(=O)CC(C)(c2ccccc2)C1=O (stereo not given)

screen / no. | 31 | 32 | 33 | 34 | 35 | 36
A498 | 89 | 73 | 110 | 114 | 76 | 70
TK-10 | 105 | 120 | 93 | 99 | 86 | 112
OVCAR-8 | 89 | 91 | 101 | 99 | 97 | 107
OVCAR-3 | 97 | 78 | 95 | 104 | 97 | 109
RXF 393 | 101 | / | 56 | 102 | 99 | 106
CAKI-1 | 97 | 80 | / | / | 82 | 97
OVCAR-5 | 113 | 112 | 101 | 112 | 85 | 95
ACHN | 93 | 103 | 82 | 102 | 105 | 95

#37 CCCCOC(=O)c1ccc(N)cc1
#38 COc1cc(N2CCC(N(C)C)CC2)ccc1Nc1ncc(Cl)c(Nc2ccccc2P(C)(C)=O)n1
#39 COc1cc(C(=O)NCCCCCC(=O)O)cc(OC)c1OC
#40 COc1ccc2c(c1)c(-c1nnc(N)nc1-c1cn(C)c3ccc(F)cc13)cn2C
#41 CCCCCCCCCCCCCCC/C=C\C(=O)O

screen / no. | 37 | 38 | 39 | 40 | 41
A498 | 94&94 | -70* | 116 | 104 | 86
TK-10 | 104&95 | -44* | 105 | 85 | 98
OVCAR-8 | 107&97 | 4.0* | 103 | 85 | 101
OVCAR-3 | 106&108 | 16 | 106 | 91 | 87
RXF 393 | 119&97 | -60* | 100 | 86 | 116
CAKI-1 | 99&75 | -61* | 97 | 49 | 98
OVCAR-5 | 77 | 1.4* | 99 | 85 | 100
ACHN | 67 | 1.7* | 97 | 82 | 104

This is a subset, so the mix of outcomes need not match the whole.
